SENP7 block: SENP7 protease inhibitors, primary screen, biochemical, luminescence, uHTS. recombinant SENP7, Z-RLRGG-aminoluciferin luminescence, 40 min. inhibition, % at 5 µM. actives 1.5% (n = 330,000). AID 434973, 2010;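 active = inhibition above about 50% at the single test dose, limit read from the data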;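 note: plate controls were DMSO with enzyme for no effect and no enzyme buffer wells for full effect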
Target sequence (Q9BQF6 706-1050 limits assumed): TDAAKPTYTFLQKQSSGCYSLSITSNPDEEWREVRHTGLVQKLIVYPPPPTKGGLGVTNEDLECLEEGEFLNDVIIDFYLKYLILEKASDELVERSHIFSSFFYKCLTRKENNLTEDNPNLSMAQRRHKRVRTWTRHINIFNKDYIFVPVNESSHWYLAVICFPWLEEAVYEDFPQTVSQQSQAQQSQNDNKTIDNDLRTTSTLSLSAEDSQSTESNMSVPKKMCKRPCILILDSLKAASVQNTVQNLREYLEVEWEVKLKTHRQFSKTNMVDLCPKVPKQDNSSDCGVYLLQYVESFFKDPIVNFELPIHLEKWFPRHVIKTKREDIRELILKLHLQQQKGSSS
HKDC1 inh: HKDC1 hexokinase inhibitors, primary screen, biochemical, fluorescence, uHTS; AID 493160, 2011; actives 0.16% (n = 340,000); inhibition, % at 20 µM; Q2TB90; recombinant HKDC1, G6PDH/diaphorase resazurin coupled fluorescence;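 active = inhibition above about 35% when tested at 20 µM, limit read from the data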;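 note: plate controls were DMSO wells with enzyme for no effect and DMSO wells lacking enzyme for full effect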
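Test system: recombinant HKDC1 (HK5) hexokinase enzyme, produced in-house; Amount: enzyme 5 µg/mL final; Buffer or medium: Tris pH 8.0 buffer with MgCl2, Tween-20, BSA, BME; Reagent: glucose and ATP substrates; Doses: 20 µM test compound, 1% DMSO; Incubation: 90 min reaction incubation at room temperature, dark; Detection: resorufin fluorescence at 613 nm.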
SENP8 block: SENP8 protease inhibitors, primary screen, biochemical, luminescence. actives 1.2% (n = 330,000). Sentrin-specific protease 8 (Homo sapiens), Q96LD8. purified SENP8, Z-RLRGG-aminoluciferin cleavage. inhibition, % at 10 µM. AID 2540, 2010
Target sequence (Q96LD8 whole entry, looked up): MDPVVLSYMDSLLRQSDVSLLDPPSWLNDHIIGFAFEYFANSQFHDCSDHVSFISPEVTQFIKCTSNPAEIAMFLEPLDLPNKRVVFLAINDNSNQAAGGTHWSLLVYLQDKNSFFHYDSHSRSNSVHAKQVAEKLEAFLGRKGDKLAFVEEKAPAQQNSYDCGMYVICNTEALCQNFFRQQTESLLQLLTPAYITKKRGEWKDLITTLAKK
UBC13 polyUb: UBC13 polyubiquitin chain formation inhibitors, primary screen, biochemical, TR-FRET, uHTS; actives 0.47% (n = 330,000); Ubiquitin-conjugating enzyme E2 N (Homo sapiens), P61088; AID 485273, 2010; inhibition, % at 20 µM; in the data active = inhibition above about 45%, passing the limit was not always enough; inconclusive = no clear call, values can overlap the other calls
Target sequence (P61088 whole entry, looked up): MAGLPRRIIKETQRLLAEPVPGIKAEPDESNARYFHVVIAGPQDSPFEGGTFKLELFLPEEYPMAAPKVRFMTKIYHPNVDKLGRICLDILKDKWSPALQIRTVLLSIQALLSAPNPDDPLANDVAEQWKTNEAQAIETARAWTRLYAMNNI
Jurkat NFkB inh: inhibitors of induced NF-kB luciferase reporter, primary screen, TCR NF-kB activation inhibitor project, cell-based, luminescence, uHTS. Jurkat, PMA/ionomycin-induced NF-kB luciferase reporter. inhibition, % at 4 µM. actives 0.53% (n = 330,000)
Gli-Sufu block: Gli-Sufu pathway antagonists, primary screen, luciferase luminescence, Sufu-KO-LIGHT cells, uHTS; AID 588413, 2011; inhibition, % at 5 µM; actives 0.74% (n = 340,000); Sufu-KO-LIGHT fibroblasts, Gli luciferase reporter luminescence;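 active = inhibition above about 55%, limit read from the data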;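 note: 0% = DMSO-treated cells and 100% = wells with medium but no cells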
Apaf1 inhib: inhibitors of human Apaf-1 apoptosome, primary screen, biochemical, DEVD-Rh110 fluorescence, uHTS | reconstituted apoptosome caspase-3 activity | inhibition, % at 20 µM | Apoptotic protease-activating factor 1 (Homo sapiens), O14727 | actives 0.71% (n = 330,000); active = inhibition of at least 40% at 20 µM;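 note: plate controls were DMSO wells for no effect and DEVD-CHO caspase inhibitor wells for full effect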
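Medium: Hepes buffer, pH 7.5 / System: biochemical Apaf-1 apoptosome reconstitution / Measured by: Rh110 fluorescence, excitation 480 nm, emission 540 nm / Times: compound with Apaf-1, dATP, procaspase-3 30 min, then 50 min reaction, room temperature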
697 NFkB inh: inhibitors of PMA/ionomycin-induced NF-kB reporter, 697 cells, primary screen, B-cell NF-kB inhibitor project, cell-based, luminescence, uHTS | 697 B-cell NF-kB luciferase reporter, 16 h | inhibition, % at 4 µM | actives 0.33% (n = 330,000); in the data active = inhibition above about 35%
* marks the source's active call; other numbers are inactive results; ? = inconclusive. Cut-off read from the data, not from the text of the source, unless noted: active = inhibition above about 50%; inactive = the rest.

Structure	Jurkat NFkB inh	SENP7 block	SENP8 block	Apaf1 inhib	UBC13 polyUb	HKDC1 inh	697 NFkB inh	Gli-Sufu block
CN(C)NC(=O)C(NC(=O)c1ccccc1)C12CC3CC(CC(C3)C1)C2 (stereo not given)	8.0	-9.3	1.8	-9.7	-0.7	-3.9	20.9	-2.2
O=C(NCCc1ccccc1)c1cc2ccccc2oc1=O	-33.3	-13.4	-16.3	10.7	-5.4	0.6	-2.0	-9.9
CN(C(=O)c1cccc(NC(=O)Cc2ccc([N+](=O)[O-])cc2)c1)C1CCCC1	-0.1	9.4	-3.5	13.0	-8.8	-5.1	0.1	11.9
CSc1ccccc1OCc1cc(C(=O)N(C)Cc2c(C)n[nH]c2C)no1	3.5	-2.9	1.3	-3.0	2.6	-5.4	-8.5	2.0
CCN(CC)c1ccc(C=Nc2cc(C)ccc2C)c(O)c1	4.5	1.9	-14.1	13.0	-14.9	3.3	-14.8	-18.2
COc1cccc(NC(=O)c2ccc(NC(C)=O)cc2)c1	-31.2	6.7	-6.0	14.8	0.3	-1.4	-19.3	-20.6
Cc1ccc(CNC(=O)COC(=O)c2cc3c(s2)CCC(C)C3)cc1 (stereo not given)	5.5	-5.4	-10.1	16.2	-4.2	-2.5	-4.8	-17.2
COc1cc(CNCc2ccccn2)ccc1OCc1cccc(Cl)c1	4.7	4.9	4.0	-6.3	4.3	-4.8	-10.3	5.4
CC1=CC2CC1C1C(=O)N(c3ccc(S(=O)(=O)Nc4nc(C)cc(C)n4)cc3)C(=O)C21 (stereo not given)	-2.0	-4.2	-5.2	-7.3	-18.9	-5.7	-9.5	-1.2
O=C(COC(=O)c1ccc2c(c1)OCO2)Nc1cccc(F)c1	-22.5	-8.6	-11.2	8.5	-1.7	-2.6	-18.0	-4.2
Cc1ccc(NC(=S)N/N=C/c2c(C)nn(-c3ccccc3)c2N2CCCC2)cc1	8.6	-8.8	-3.2	8.1	-18.3	-8.7	-29.4	6.8
CS(=O)(=O)Nc1ccc(C2=NN(S(C)(=O)=O)C(c3ccc4nccnc4c3)C2)cc1 (stereo not given)	6.4	2.8	0.3	-5.8	-2.4	0.3	6.8	-24.9
CN(Cc1ccc(Cl)c(Cl)c1)C(=O)C1=CC=CN2CCS(=O)(=O)N=C12	-8.3	3.4	2.0	-2.3	3.9	-5.2	6.8	2.2
O=S(=O)(NCCc1ccc(F)cc1)c1cccc2cccnc12	2.7	3.5	6.6	5.3	3.4	6.2	11.4	-2.9
CCOC(=O)c1cc(CC)sc1/N=C/C1=C(O)CCCC1=O	10.9	2.1	-4.5	2.8	-3.6	-4.1	11.4	-3.9
NCCCCCc1cn([C@@H](CO)C(=O)NCCCCCCCCCCC(=O)N2CCNCC2)nn1	17.9	-0.6	10.3	7.3	9.0	-2.4	12.0	1.7
CCn1nc(C)c(CNC(=O)CC2C(=O)NCCN2CC(C)(C)C)c1C (stereo not given)	4.7	-8.0	-2.5	-2.8	-6.8	-11.3	-8.9	-5.8
O=C(Nc1ccnn1C1CCN(CC2CC=CCC2)CC1)c1ccccc1Cl (stereo not given)	-1.4	-3.1	0.0	-7.7	5.5	-2.7	10.4	21.9
Cc1onc(-c2c(Cl)cccc2Cl)c1C(=O)NN1CCCCCC1	-6.6	5.2	4.6	-12.2	-1.1	-4.5	-9.3	-1.0
Cc1ccc(S(=O)(=O)N2CCN(C(=O)C3CCCC3)CC2)cc1C	-8.2	-5.2	-7.5	4.8	-0.3	-4.6	-4.0	8.3
CC1CCCN(C(=O)C2CCN(c3nc(-c4ccccc4)nc4c3CCC4)CC2)C1 (stereo not given)	21.8	-1.9	3.4	16.3	0.3	0.6	0.0	21.1
O=CNn1cnc2c(oc3nc(-c4ccccc4)cc(-c4ccco4)c32)c1=O	12.9	4.0	-5.9	-116.3	-17.7	32.2	6.0	9.6
CN1CCN(c2nc3ccccn3c(=O)c2C=C(C#N)C#N)CC1	-13.6	-0.3	7.1	-1.4	6.3	-4.8	8.6	-19.9
Cc1cc(/C=C(\C#N)C(=O)NCc2ccco2)c(C)n1C1CCCC1	-45.9	-3.4	-10.3	6.2	-12.1	4.9	-28.7	-82.9
COc1ccccc1OCCNC(=O)c1cccs1	-18.0	-8.8	-12.1	-3.5	-10.2	-6.6	-35.0	-10.1

Four compounds drawn at random from those above:
Structure	Jurkat NFkB inh	SENP7 block	SENP8 block	Apaf1 inhib	UBC13 polyUb	HKDC1 inh	697 NFkB inh	Gli-Sufu block
CN1CCN(c2nc3ccccn3c(=O)c2C=C(C#N)C#N)CC1	-13.6	-0.3	7.1	-1.4	6.3	-4.8	8.6	-19.9
Cc1ccc(NC(=S)N/N=C/c2c(C)nn(-c3ccccc3)c2N2CCCC2)cc1	8.6	-8.8	-3.2	8.1	-18.3	-8.7	-29.4	6.8
COc1cc(CNCc2ccccn2)ccc1OCc1cccc(Cl)c1	4.7	4.9	4.0	-6.3	4.3	-4.8	-10.3	5.4
CC1CCCN(C(=O)C2CCN(c3nc(-c4ccccc4)nc4c3CCC4)CC2)C1 (stereo not given)	21.8	-1.9	3.4	16.3	0.3	0.6	0.0	21.1

Next part:
Structure	Jurkat NFkB inh	SENP7 block	SENP8 block	Apaf1 inhib	UBC13 polyUb	HKDC1 inh	697 NFkB inh	Gli-Sufu block
COc1ccc(OC)c(S(=O)(=O)NCCO)c1	-5.0	-4.7	-3.7	0.8	-8.2	-4.0	-19.7	0.8
COc1ccccc1CN(C)C(=O)c1cccc(S(=O)(=O)N2CCCc3ccccc32)c1	-11.2	4.2	4.7	9.9	8.4	-2.7	0.3	1.7
CCCCCCCOC(=O)c1nc(Cl)c(Cl)c(N)c1Cl	6.8	1.7	-3.7	21.6	10.5	-3.4	9.6	3.4
COC(=O)c1ccc(NC(=O)CSc2nnc(COc3ccc4c(c3)CCCC4)o2)cc1	15.3	4.7	-5.9	-11.3	-0.6	8.7	23.4	0.1
Cc1nonc1NC(=O)CSc1ccccn1	1.7	10.0	4.3	2.4	4.2	-7.0	17.7	-4.2
Clc1cccc(CSc2nnc(-c3sccc3-n3cccc3)o2)c1	-9.6	11.3	1.1	29.0	-11.5	1.6	-20.1	2.9
CN(Cc1ccccc1)c1ncnc2ccc(Br)cc12	-13.4	3.5	3.6	6.8	?	-3.1	-24.2	-1.9
NC(=O)c1ccc(NC(=O)CSc2nnc(C3CC3)n2C2CC2)cc1	5.4	5.0	-1.4	-3.3	7.0	-8.9	7.4	0.3
CC1CC(C)(C)N(C(=O)NC2CCCCC2)c2ccccc21 (stereo not given)	-8.5	-7.3	-4.3	1.1	-4.5	-3.7	-26.7	19.5
Nc1ccc([N+](=O)[O-])cc1C(=O)NNC(=O)c1ccco1	-11.7	3.8	-1.9	-27.5	-7.0	-2.1	3.1	-3.0
CC(OC(=O)/C=C/c1ccco1)C(=O)NC1CCCCC1C (stereo not given)	11.8	3.1	5.6	-0.2	-4.7	-1.4	-2.0	-8.4
C=CCCC(=O)NC1CC(C)(C)Cc2c1cnn2-c1cccc(F)c1 (stereo not given)	-4.9	-2.2	-2.3	-4.9	2.0	0.1	-29.0	4.5
C/C(=N\NC(=O)c1cccs1)C(C)(C)C	-13.3	-7.3	-8.4	7.4	-9.8	4.7	-11.4	-1.8
CC(C)c1ccc(NC(=O)C(c2ccc3c(c2)OCO3)N2CCN(C(=O)c3ccco3)CC2)cc1 (stereo not given)	10.7	-3.8	-5.2	17.8	-11.4	5.4	-9.2	20.8
CC(C)N(C(=O)CSc1nnc(NC(=O)c2ccco2)s1)C(C)C	5.3	-7.0	-10.1	0.3	-4.3	-7.8	-2.5	-0.1
Cc1ccc(Cn2ccc(NC(=O)C3C4CCC(C4)C3C(=O)O)n2)cc1 (stereo not given)	10.4	4.9	7.0	-10.5	2.7	-8.1	4.9	-4.2
CC1=NN(/C(=N\c2nnc(C)s2)Nc2ccccc2)[C@H](c2cccc3ccccc23)S1	-10.8	2.2	3.4	28.2	-9.5	2.1	-40.1	4.2
COc1ccc(CCNC(=O)c2ccc(C)s2)cc1OC	2.0	-2.3	2.7	-20.8	6.1	-3.3	10.0	-13.5
Cc1noc(C)c1CSc1nc2sc(C)c(C)c2c(=O)n1C1CCCC1	-3.9	2.3	0.4	2.3	-0.9	4.9	-3.7	9.8
COc1ccc(CN(Cc2ccc(C(=O)O)cc2)C(=S)Nc2ccccc2F)cc1OC	9.9	-0.5	-1.7	-4.7	-18.1	-7.4	-15.7	4.5
C/C(=N\NC(=O)Cc1c[nH]c2ccccc12)c1ccc2ccccc2c1	20.0	-1.1	-13.8	3.3	-3.5	-2.3	-17.7	-2.4
COc1ccc(-c2sc(Nc3ccccc3)n[n+]2C)c(C)c1C	13.8	-14.1	-17.6	10.3	2.3	-4.1	-5.1	-4.0
CN(CCNC(=O)c1cccc(N2CCCC2=O)c1)Cc1ccccc1	-24.9	-6.9	-7.2	-1.3	-5.0	6.4	-8.6	3.6
Cc1ccsc1CN(C)C(=O)CCc1nnc(COc2ccccc2)o1	-39.2	-1.9	-5.1	6.7	-11.2	-7.9	-54.6	-3.1
Cc1ccnc(NC(=O)CSc2cc(=O)n(C)c3ccccc23)c1	-31.6	-7.7	-8.5	-7.6	9.8	5.4	-56.2	-28.0
O=C(NNC(=S)Nc1ccccc1)c1ccccc1[N+](=O)[O-]	-45.2	10.0	0.9	2.2	-1.7	11.7	-37.2	-4.0
Cc1ccc(NC(=O)CCCc2ccccc2)nc1	-58.2	4.0	4.5	-10.2	4.7	-8.0	-22.9	-40.5
COc1ccc(-c2nnc(-c3cccs3)o2)cc1OC	-108.0	68.3*	44.5	-3.0	13.0	-2.3	-66.1	-64.0
COc1cccc(-n2c(-c3ccco3)nc3nc4ccccc4nc32)c1	0.6	3.8	4.6	0.9	-6.6	-4.6	-2.4	0.3
O=C(c1cccc(NC2=NC3CS(=O)(=O)CC3S2)c1)N1CCN(c2ccc(F)cc2)CC1 (stereo not given)	9.4	-3.8	6.1	-8.0	-2.0	-8.4	11.3	-0.5
FC(F)(F)c1cccc(OCc2nnc3n2CCC3)c1	-32.0	-1.9	3.7	0.8	-6.4	-4.0	3.2	1.0
Cc1c(NC(=O)C(Sc2ccccc2)c2ccccc2)cccc1[N+](=O)[O-] (stereo not given)	1.6	4.4	-2.0	16.1	-0.2	-0.3	-7.3	-8.7
CCn1c(C)c2c(C)nnc(C)c2c1C	2.6	-0.9	-4.1	6.6	-3.6	-8.3	11.5	5.0
CNC(=O)CC(C(=O)O)c1ccc(OCC(C)C)cc1 (stereo not given)	-1.8	-11.5	-11.3	-0.2	-9.4	-9.7	-13.9	2.4
COc1ccccc1OCCNC1CCCC1	-19.5	-7.5	2.7	-3.1	-5.6	-0.1	-26.6	6.1
O=c1oc2ccccc2cc1N1CCOCC1	11.4	-3.2	-2.4	6.1	-9.1	-5.7	7.5	-12.5
CCOC(=O)N1CCN(CC(=O)Nc2sc(CC)cc2C(=O)c2ccc(OC)cc2)CC1	-0.5	0.8	5.9	2.6	2.9	4.0	4.1	2.2

The order is random (roughly 3.6% active in at least one column).
